Myeloid diff MLP: promotes myeloid progenitor differentiation. ER-HoxA9 myeloid progenitors, lysozyme-GFP differentiation, flow cytometry. calls only at 10 µM. actives 1% (n = 360,000). AID 624256;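 active means normalized GFP-positive differentiation at or above the plate's own cutoff, the solvent-only control mean plus 3 SD; inconclusive means no clear call, values can overlap the other calls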;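 further: cells exposed to compound for four days before flow analysis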
Myeloid diff MLP GFP+ MAC1+ %: second read-out of Myeloid diff MLP, no call of its own (marks repeat the call); GFP+ MAC1+ double positive, %; measured here: differentiation confirmed by MAC1 staining
Active calls of the source: *; i = inactive; ? = inconclusive; / = not tested or not shown; & = joins results of further samples. An excerpt. The share of hits here may be higher or lower than overall.

SMILES	Myeloid diff MLP	Myeloid diff MLP GFP+ MAC1+ %
CC(O)(c1cccc(F)c1)c1nc(/C=C/c2ccccc2)cs1 (stereo not drawn)	i	0.8
COc1cccc(Cn2cnc(-c3ccccc3OC)c2-c2ccco2)c1	i	1.3
CC(=O)c1ccc(Nc2nc(C(N)CCc3ccccc3)cs2)cc1 (stereo not drawn)	i	1.5
CC1NC(=O)c2cc3ccccc3cc2-n2c1nc1ccccc1c2=O (stereo not drawn)	i	0.8
O=C(NCCN1CCC(n2c(=O)[nH]c3ccccc32)CC1)c1ccc(F)cc1F	i	0.7
CCCn1nc(C(=O)Nc2cccc(S(=O)(=O)N3CCOCC3)c2)c2ccccc2c1=O	i	1.0
Cc1ccc(OCC(=O)Nc2ccc3c(c2)nc(CCN2CCCC2)n3C)cc1	i	0.8
CCC(C)NS(=O)(=O)c1ccc(NC(=O)CNCc2cccs2)cc1 (stereo not drawn)	i	0.4
Cc1ccc([C@@H]2C[C@H]3[C@@H](CN2S(=O)(=O)c2ccc(Cl)cc2)C(=O)C[C@@H](c2cccc4ccccc24)N3S(=O)(=O)c2ccc(C)cc2)cc1	i	0.5
COc1cc(OC)cc(-c2c(Sc3ccccc3)c3cc(-c4cnc(OC)nc4)ccc3n2C)c1	i	1.2
Cc1ccc2c(c1)P(=O)(O)c1cc(C)ccc1O2	i	0.8
CCOC=C1SC(=S)N(c2ccccc2OC)C1=O	i	0.6
Cn1c(=O)c2[nH]c(COc3ccccc3)nc2n(C)c1=O	i	0.6
CCOC(=O)c1cc(C)nnc1C(=O)OCC	i	0.3
O=C(NCCOc1ccccc1)c1ccccc1F	i	1.5
CCOC(=O)C1(C)CCN1C(=O)CSc1ccccc1 (stereo not drawn)	i	1.3
C=C1CC[C@@H]2[C@](C)(CO)[C@H](O)CC[C@@]2(C)[C@@H]1C/C=C1/C(=O)OCC1O (stereo partly drawn)	i	3.8
O=C(CSc1nnc2n1CCCCC2)NCc1ccccc1	i	1.9
CSCCC(c1nnnn1Cc1ccccc1)N1CCN(C/C=C/c2ccccc2)CC1 (stereo not drawn)	i	1.1
COc1cc(OC)cc(C(=O)N2CCN(S(=O)(=O)c3ccc4c(c3)OCCO4)CC2)c1	i	0.5
CC(=O)NCCNc1nc2cc(-c3ccc(Cl)cc3C)sc2c(=O)n1C	i	0.5
CCc1nc2c(OCCOc3ccc(F)cc3)cccn2c1N(C)C(=O)c1ccc(C)cc1	i	0.9
COc1ccc(Cc2c(-c3ccc(OC)c(OC)c3)nc3ccc(C)cn23)c(C)c1	i	1.2
O=C(NCc1ccncc1)c1csc([C@@H]2C[C@H](O)[C@@H](CO)O2)n1	i	1.0
C[C@@H]1CN([C@@H](C)CO)C(=O)CCCn2nncc2CO[C@@H]1CN(C)S(=O)(=O)c1ccccc1F	i	1.5
CCCS(=O)(=O)NC(=O)C1(C)CCCN(C(=O)c2ccco2)C1 (stereo not drawn)	i	1.5
CCc1nc2c(OCCOc3ccc(F)cc3)cccn2c1N(C)C(=O)c1ccc(OC)cc1	i	1.0
CN(Cc1ccccc1)C(=O)C1(C)CCN1C(=O)Cc1ccc(Cl)cc1Cl (stereo not drawn)	i	1.6
CN(C)c1cccc(CNC(=O)c2ccc3sc([C@H]4C[C@H](O)[C@@H](CO)O4)nc3c2)c1	i	0.8
Fc1cccc(Cc2c(-c3cccc(Br)c3)nc3c(Cl)cc(C(F)(F)F)cn23)c1	i	1.5
COc1ccc(C(=O)C=Cc2ccc(OCc3ccccc3)c(OC)c2)cc1OC	i	0.7
O=C1NC(Cc2ccccc2)c2nc3ccc(Cl)cc3c(=O)n2-c2ncccc21 (stereo not drawn)	i	0.5
CC(=O)N1c2ccc(S(=O)(=O)N3CCCC(C(=O)Nc4ccc(C)cc4)C3)cc2CC1C (stereo not drawn)	i	2.2
CC(=O)c1cccc(-c2cnc3c(NC=O)cc(-c4ccc(N(C)C)cc4)cn23)c1	i	1.0
Cc1cccc(CN2CCN([C@H]3CS(=O)(=O)N[C@@H]3COCc3ccccc3)CC2)c1	i	0.4
CCCCNc1c(-c2ccc(F)cc2)nc2nc(C)cc(C)n12	i	0.8
CC(C)Oc1ccc(F)cc1-c1cc(C(=O)NCc2ccc(F)cc2)[nH]n1	i	0.7
O=S1(=O)CSCS(=O)(=O)C1	i	0.7
COc1cc(NC(=O)OCc2ccccc2)c2ncccc2c1	i	1.3
CC1CC(NC(=S)N(C)C)CC(C)(C)C1 (stereo not drawn)	i	0.4
CC(C)NC(=O)C1Cc2c(-c3ccccc3Oc3ccccc3)ccnc2O1 (stereo not drawn)	i	0.2
CC(C)(C)n1nnnc1C(c1ccccc1)N1CCN(c2ncccc2C(F)(F)F)CC1 (stereo not drawn)	i	0.9&1.3
COCc1cccc(-c2csc(C(O)c3ccccc3)n2)c1 (stereo not drawn)	i	0.6
C[C@@H]1CN([C@@H](C)CO)C(=O)CCCn2nncc2CO[C@H]1CN(C)S(=O)(=O)c1ccc(-c2ccccc2)cc1	i	0.3
Cc1ccc(S(=O)(=O)Nc2ccccc2[N+](=O)[O-])cc1	i	2.8
Nc1ncnn1Cc1ccccc1	i	1.2
CC(=NNC(=S)N(Cc1ccccn1)Cc1ccccn1)c1cnccn1	?	/
CC1(C(=O)NS(=O)(=O)Cc2cccc(Cl)c2)CCN1C(=O)C1CCCCC1 (stereo not drawn)	i	0.5
O=C1NC[C@H](CCCCN2CCN(Cc3ccccc3)C(=O)C2=O)N(CC2CCCCC2)C1=O	i	1.5
COc1ccc(NC(=O)N(C)C[C@@H]2OCc3cnnn3CCCC(=O)N([C@H](C)CO)C[C@@H]2C)cc1	i	2.1
Additional entries follow.
SMILES	Myeloid diff MLP	Myeloid diff MLP GFP+ MAC1+ %
CC1(Oc2ccccc2-c2ccno2)CCN(Cc2ccc(-c3ccccc3)o2)C1 (stereo not drawn)	i	1.6
CN(CCO)c1ccc2c(c1)OC[C@H](Cc1ccccc1)NS2(=O)=O	i	0.6
CCOC(=O)[C@]12CCC=C1N(CCC1=CCCCC1)C(=O)[C@H](CC(=O)N1CCOCC1)C2	i	0.8
CC(=O)Nc1ccc(C=NNC(=O)CCCC(=O)NN=Cc2ccc(NC(C)=O)cc2)cc1	i	0.6
Cc1ccccc1-c1csc(C(O)(c2ccccc2)C(F)(F)F)n1 (stereo not drawn)	i	0.5
CCN(CC)CCCNc1cc(C)c(C#N)c2nc3ccccc3n12	i	1.3
C#CCNC(=O)C[C@@H]1C[C@@]2(C(=O)OCC)CCC=C2N(Cc2cccc3ccccc23)C1=O	i	0.7
COc1ccc(CN2C(=O)C(CC(=O)NCCc3ccccn3)CC(C(=O)N(C(C)C)C(C)C)=C2C)cc1 (stereo not drawn)	i	0.6
Cn1cc([C@]2(O)C(=O)Nc3c(F)cccc32)c2ccccc21	i	3.0
Cn1c(=O)c2[nH]c(NN=Cc3cccc(Br)c3)nc2n(C)c1=O	i	0.8
Cn1c(=O)c2cc(NC(=O)CCc3cccc(Cl)c3)ccc2n1Cc1cccc(C(F)(F)F)c1	i	0.7
CC1(C(=O)NCc2ccccc2)CSCC(=O)N1C1CCN(Cc2ccccc2)CC1 (stereo not drawn)	i	2.2
Cc1ccc([C@H]2C[C@H](O)[C@@H](n3cc(-c4ccc(F)cc4)nn3)CN2C(=O)c2cccs2)cc1	i	2.3
Cc1ccc(S(=O)(=O)NC(=O)C2(C)CCN2C(=O)C2(c3ccc(Cl)cc3)CC2)cc1 (stereo not drawn)	i	0.4
Cc1cccc(N(C)c2cc(-c3ccc(F)cc3)nc3ccnn23)c1	i	1.4
COc1ccccc1-c1csc(C(O)(c2ccccc2)C(F)(F)F)n1 (stereo not drawn)	i	0.7
Cc1nc(NC(=O)c2ccccc2)sc1-c1cc(C(=O)N2CCOCC2)nn1Cc1ccccc1	i	1.0
CCCCCCCCN1C(=O)[C@H](CC(=O)NCc2cccc3ccccc23)C[C@@]2(C(=O)OCC)CCC=C12	i	1.0
COc1cc(C(O)c2nc(-c3ccc(N(C)C)cc3)cs2)ccc1F (stereo not drawn)	i	1.2
C[C@@H]1Cn2cnc(C(=O)Nc3cccc(Cl)c3)c2C(=O)N1	i	0.6
OC(c1ccc(F)c(F)c1)c1nc(-c2ccc(F)c(Cl)c2)cs1 (stereo not drawn)	i	2.3
CCOC(=O)[C@]12CCCC=C1N(Cc1ccc(Cl)cc1Cl)C(=O)[C@H](CC(=O)NCc1ccc(C)o1)C2	i	1.7
C[C@@H]1CN([C@H](C)CO)C(=O)CCCn2cc(nn2)CO[C@H]1CN(C)S(=O)(=O)c1ccccc1F	i	0.3
COc1ccc(C(=O)Cn2c(N3CCCCC3)nc3c2c(=O)n(C)c(=O)n3C)cc1OC	i	0.8
CC1(C(=O)NCc2ccccc2)CSCC(=O)N1C1CC1 (stereo not drawn)	i	2.6
CCCNC(=O)C1(C)CCN(Cc2cc(C)n(C)n2)C1 (stereo not drawn)	i	1.6
COc1ccc(OCCN2CCC(C(=O)NC(c3ccccc3)c3ccc4ccccc4n3)CC2)cc1 (stereo not drawn)	i	0.9
O=C(NCc1ccc(F)cc1)c1cc(C2CCCCN2S(=O)(=O)c2ccc(F)cc2F)on1 (stereo not drawn)	i	1.5
COCc1c(C(=O)NCC(c2ccco2)N2CCCC2)oc2ccccc12 (stereo not drawn)	i	0.9
COc1ccc(S(=O)(=O)N(C)C[C@H]2OCCCC[C@H](C)Oc3ccc(NC(=O)Nc4ccc(F)cc4)cc3C(=O)N([C@H](C)CO)C[C@H]2C)cc1	i	0.2

Of the compounds above, four have two or more sulfur atoms.
SMILES	Myeloid diff MLP	Myeloid diff MLP GFP+ MAC1+ %
CCC(C)NS(=O)(=O)c1ccc(NC(=O)CNCc2cccs2)cc1 (stereo not drawn)	i	0.4
Cc1ccc([C@@H]2C[C@H]3[C@@H](CN2S(=O)(=O)c2ccc(Cl)cc2)C(=O)C[C@@H](c2cccc4ccccc24)N3S(=O)(=O)c2ccc(C)cc2)cc1	i	0.5
CCOC=C1SC(=S)N(c2ccccc2OC)C1=O	i	0.6
O=S1(=O)CSCS(=O)(=O)C1	i	0.7

Nothing new here: 5 of the compounds above.
SMILES	Myeloid diff MLP	Myeloid diff MLP GFP+ MAC1+ %
CC1(C(=O)NCc2ccccc2)CSCC(=O)N1C1CC1 (stereo not drawn)	i	2.6
CCCNC(=O)C1(C)CCN(Cc2cc(C)n(C)n2)C1 (stereo not drawn)	i	1.6
COc1ccc(OCCN2CCC(C(=O)NC(c3ccccc3)c3ccc4ccccc4n3)CC2)cc1 (stereo not drawn)	i	0.9
O=C(NCc1ccc(F)cc1)c1cc(C2CCCCN2S(=O)(=O)c2ccc(F)cc2F)on1 (stereo not drawn)	i	1.5
COCc1c(C(=O)NCC(c2ccco2)N2CCCC2)oc2ccccc12 (stereo not drawn)	i	0.9

(listing goes on)
SMILES	Myeloid diff MLP	Myeloid diff MLP GFP+ MAC1+ %
CCN(CC)C(=O)c1cccc(-c2csc(C(O)c3ccc(F)c(F)c3)n2)c1 (stereo not drawn)	i	1.9
C[C@@H]1CN([C@@H](C)CO)C(=O)CCCn2nncc2CO[C@@H]1CN(C)C(=O)Nc1cccc(C(F)(F)F)c1	i	0.5
CC(=NNC(=S)Nc1cccc(Cl)c1)c1ccccn1	?	/
CCOC(=O)CCCCC1C(CCCC(=O)OCC)C=NN1C (stereo not drawn)	i	0.6
CCOC(=O)[C@]12CCC=C1N(Cc1ccc(Cl)cc1Cl)C(=O)[C@H](CC(=O)N1CCCC1)C2	i	0.8
O=C1C=CC(=O)N1CCCCCCCCCCN1C(=O)C=CC1=O	i	1.9
CCOC(=O)Nc1cc(N)ncn1	i	0.8
O=C(Nc1ccc(Cl)cc1)C1Cc2c(-c3ccc(Cl)cc3)ccnc2O1 (stereo not drawn)	i	0.5
COc1ccccc1-c1cnc(C(O)c2c(C)cccc2C)[nH]1 (stereo not drawn)	i	0.7
O=C(OCc1ccccc1F)c1cc(S(=O)(=O)N2CCCCC2)ccc1N1CCOCC1	i	1.8
C[C@H]1CN([C@@H](C)CO)C(=O)CCCn2nncc2CO[C@H]1CN(C)C(=O)c1ccccc1	i	0.5
CCN(CC)c1ccc(S(=O)(=O)N2CCOCC2)cc1NC(=O)COC(=O)/C=C/c1ccccc1	i	0.3
CCc1nc2ccc(C(=O)Nc3cccc(NS(C)(=O)=O)c3)cn2c1N(CC)Cc1cccc(Br)c1	i	1.2
[O-]C(=C(C(=S)Nc1cccc2ccccc12)[n+]1cccc(CO)c1)c1ccc(Cl)s1	i	2.6
O=C(NCCCN1CCOCC1)c1cc(S(=O)(=O)N2CCCCC2)ccc1Cl	i	0.3
CCCS(=O)(=O)NC(=O)C1(C)CCN(C(=O)c2cc3ccccc3s2)C1 (stereo not drawn)	i	0.5
CCOC(=O)[C@]12CCC=C1N(Cc1ccco1)C(=O)[C@H](CC(=O)NCCCOC)C2	i	1.0
Cc1nnc(Cc2ccccc2)c2n[nH]c(C)c12	i	0.9
O=C1/C(=C/c2ccccn2)SC(=S)N1Nc1ncc(C(F)(F)F)cc1Cl	i	1.6
CCN1CCN(C(c2ccccc2)c2nnnn2C(C)(C)C)CC1 (stereo not drawn)	i	1.8
CC(C)(C)NC(=O)C1c2ccccc2OCC(=O)N1Cc1ccccc1 (stereo not drawn)	i	1.3
CCCC(=O)N1CCC1(C)C(=O)NS(=O)(=O)c1ccccc1Cl (stereo not drawn)	i	0.8
CC1(C(=O)NS(=O)(=O)c2cccc(C#N)c2)CCN1C(=O)C1(c2ccc(Cl)cc2)CC1 (stereo not drawn)	i	1.2
CC(=O)Nc1ccc2c(c1)Cc1c(F)cccc1-2	i	0.9
COc1cc(CN2C(=O)C(C)ON=C2c2ncccc2C)cc(OC)c1 (stereo not drawn)	i	1.5
CCCNC(=O)C1(C)CCN(C(=O)c2cc(C(C)(C)C)nn2C)C1 (stereo not drawn)	i	0.8

High-throughput results deposited in PubChem BioAssay by NMMLSC.
